Screening results as filed in PubChem.
CHRM4 antagonist – antagonists of human muscarinic M4 receptor (CHRM4) | CHO-hM4 cells, ACh EC80, Fluo-8 calcium fluorescence | inhibition, % at 3 µM | 0.73% of 360,000 active | AID 624125;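 active means inhibition above its plate's cutoff, the mean inhibition of sample wells plus 3 SD, cut at about 27% in these data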;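 further: 0% = acetylcholine EC80 with DMSO and 100% = DMSO without agonist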
M5 ag – agonists of human muscarinic M5 receptor (CHRM5); P08912; CHO-K1 hM5 cells, Fluo-8 calcium fluorescence; 0% DMSO wells, 100% maximal acetylcholine response; activation, % at 3 µM; 0.19% of 360,000 active; AID 624037;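 active means activation above the run's mean over test compounds plus 3 SD, cut at about 23% in these data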;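 further: signal is peak over basal fluorescence ratio across the kinetic read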
Target sequence (P08912 whole entry, looked up): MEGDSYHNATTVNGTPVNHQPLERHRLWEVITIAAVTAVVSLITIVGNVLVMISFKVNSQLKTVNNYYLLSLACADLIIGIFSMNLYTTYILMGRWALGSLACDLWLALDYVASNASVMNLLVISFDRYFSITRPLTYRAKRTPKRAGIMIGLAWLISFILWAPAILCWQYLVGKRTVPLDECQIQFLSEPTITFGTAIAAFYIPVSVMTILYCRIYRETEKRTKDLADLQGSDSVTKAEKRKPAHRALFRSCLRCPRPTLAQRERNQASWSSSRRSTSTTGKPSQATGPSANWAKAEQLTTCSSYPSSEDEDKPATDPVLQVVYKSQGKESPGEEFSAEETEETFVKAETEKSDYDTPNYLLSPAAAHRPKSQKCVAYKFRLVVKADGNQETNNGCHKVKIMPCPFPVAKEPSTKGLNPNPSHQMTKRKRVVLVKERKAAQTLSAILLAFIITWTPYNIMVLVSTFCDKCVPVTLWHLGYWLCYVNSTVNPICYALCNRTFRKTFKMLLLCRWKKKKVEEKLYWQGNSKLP
CHRM4 agonist – CHRM4 agonism in calcium assay | 0.14% of 360,000 active | CHO-K1 hM4/Gqi5, Fluo-8 calcium fluorescence; vehicle 0%, full acetylcholine response 100% | AID 624127 | activation, % at 3 µM | P08173;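 active means activation above the run mean over all test wells plus 3 SD, cut at about 32% in these data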;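 further: peak over basal fluorescence ratio per well then scaled between controls; 0% = DMSO wells and 100% = acetylcholine at EC100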
CHRM1 PAM – human CHRM1 positive allosteric modulation | activation, % at 3 µM | P11229 | 0.088% of 360,000 active | AID 588819 | CHO-K1 hM1, Fluo-8 calcium fluorescence, ACh EC20; 0% = ACh EC20, 100% = maximal ACh; in the data active means activation above about 19%, passing the limit was not always enough
Target sequence (P11229 whole entry, looked up): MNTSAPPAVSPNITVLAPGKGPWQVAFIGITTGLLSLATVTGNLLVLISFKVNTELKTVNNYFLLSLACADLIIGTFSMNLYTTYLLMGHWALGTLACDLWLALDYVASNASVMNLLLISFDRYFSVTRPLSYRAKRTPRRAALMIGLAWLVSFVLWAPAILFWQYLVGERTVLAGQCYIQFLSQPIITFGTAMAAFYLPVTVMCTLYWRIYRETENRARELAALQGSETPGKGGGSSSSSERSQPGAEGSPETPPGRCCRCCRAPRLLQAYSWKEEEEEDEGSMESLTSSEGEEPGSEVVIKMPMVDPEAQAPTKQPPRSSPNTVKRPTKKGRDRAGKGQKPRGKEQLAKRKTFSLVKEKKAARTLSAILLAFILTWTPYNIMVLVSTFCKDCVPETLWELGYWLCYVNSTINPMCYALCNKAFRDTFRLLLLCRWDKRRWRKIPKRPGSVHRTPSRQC
CHRM5 antagonist – blocks acetylcholine activation of human M5 receptor; CHO-hM5 cells, Fluo-8 calcium fluorescence, ACh EC80; 0.59% of 360,000 active; P08912; inhibition, % at 3 µM; AID 624040;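 active means inhibition above a per-plate cutoff, the mean of that plate's test compounds plus 3 SD, cut at about 27% in these data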;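 further: 0% = acetylcholine EC80 with DMSO and 100% = DMSO without agonist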
CHRM5 PAM – CHRM5 positive allosteric modulation; P08912; CHO-K1 hM5, Fluo-8 calcium, ACh EC20 PAM; 0% = ACh EC20, 100% = ACh EC100; activation, % at 3 µM; 0.3% of 360,000 active; AID 624038;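 active means activation above the run cutoff, the mean activation of all test compounds plus 3 SD, cut at about 18% in these data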
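Test system: CHO-K1 hM5 cells / Doses: single-point, 3 µM nominal / Times: Post-acetylcholine fluorescence recording 140 s / Technique: Fluo-8 calcium fluorescence / Measure: Max/basal fluorescence ratio as % of EC20–EC100 ACh window / Benchmarks: low control EC20 acetylcholine (0%), high control EC100 acetylcholine (100%) / Replicates: one well per compound, no replicates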
CHRM1 antagonist – human CHRM1 antagonism; CHO-K1 hM1, Fluo-8 calcium fluorescence, ACh EC80 antagonist; AID 588852; 1.3% of 360,000 active; inhibition, % at 3 µM; P11229;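 active means percent inhibition above its own plate's cutoff, namely the mean of that plate's compound wells plus 3 SD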;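 further: peak over basal fluorescence ratio during 140 s after agonist addition; 0% = ACh EC80 plus DMSO and 100% = DMSO alone without agonist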
TAAR1 agonist – agonists of human TAAR1; Q96RJ0; CHO RD-HGA16 TAAR1, Fluo-8 calcium fluorescence; vehicle wells 0%, saturating PEA agonist 100%; activation, % at 3 µM; 0.99% of 360,000 active;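 active means activation above the mean activation of all test compounds in the run plus 3 SD, cut at about 38% in these data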
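Test system: RD-HGA16 (CHO) cells co-expressing Gα16 and hTAAR1; dosing: one-point dosing at 3 µM (nominal); timing: 17-24 h seeding, 75 min 37 °C dye, 30 min RT; signal: kinetic Fluo-8 calcium fluorescence; read-out basis: % activation relative to PEA EC100 response; controls: DMSO and PEA EC100; replicates: n 1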
M1 ag – agonists of human M1 muscarinic receptor; P11229; CHO-K1 hM1, Fluo-8 calcium fluorescence, agonist mode; 0% DMSO, 100% acetylcholine EC100; activation, % at 3 µM; 0.33% of 360,000 active;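 active means activation above the run's mean compound activation plus 3 SD, cut at about 16% in these data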;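 further: peak over basal fluorescence ratio within a 140 s kinetic read after compound addition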
* marks the source's active call; other numbers are inactive results; x = no result given; & = joins results of further samples. This is a subset; count on the stated rates, not on these rows.

SMILES	CHRM4 antagonist	M5 ag	CHRM4 agonist	CHRM1 PAM	CHRM5 antagonist	CHRM5 PAM	CHRM1 antagonist	TAAR1 agonist	M1 ag
COC(=O)C1=C(c2ccccc2)C[C@@H]2CC[C@H]1N2C	21	-11	1	-31	63*	-39	60*	4	-8
O=C(C[N+]12CCC(CC1)C(C(O)(c1ccccc1)c1ccccc1)C2)c1ccc(Br)cc1 (stereo not drawn)	11	-20	1	-22	22	-28	42	2	-8
OCc1cnc[nH]1	-11	0	0	-1	1	-4	-26	2	0
CCOc1ccc(-n2c(O)c(C=Nc3ccc(N(CC)CC)cc3)c(=O)[nH]c2=O)cc1	-16	0	0	-4	-4	3	13	11	11
CCCCC12CNCC(C)(CNC1)C2=O	-11	-4	0	-8	-8	1	9	7	-8
O=C1NC(=O)C(=Cc2ccc(Oc3ccc([N+](=O)[O-])cc3)cc2)C(=O)N1	3	-5	-1	8	6	6	-7	x	-5
Nc1nnc(P(c2ccccc2)c2ccccc2)s1	-2	1	1	17	-3	1	-22	1	-1
CCN(CC)S(=O)(=O)c1ccc(C(=O)NC2CN3CCC2CC3)cc1 (stereo not drawn)	-13	-3	2	11	-6	5	-16	8	-9
COCCNC(=O)CN1C(=O)CN=C(c2ccccc2)c2ccccc21	0	-1	0	8	1	4	-26	2	-2
COc1ccc(CCNC2CCCCCC2)cc1	-2	-20	1	-9	8	5	11	4	-8
Cn1cccc1/C=C1\C(=O)NC(=O)N(Cc2ccccc2Cl)C1=O	-1	2	1	-1	13	-3	-8	8	-4
C=C1[C@H]2C[C@H]3[C@H]4N5C[C@]6(C)CCC[C@]47[C@H]([C@H]2O)[C@]3(C[C@]5(O)[C@H]67)[C@@H]1O	-8	1	1	3	0	5	2	1	-1
COC(=O)C1=C(c2cccc(OCc3ccccc3)c2)C[C@@H]2CC[C@H]1N2C(=O)NCc1ccc2[nH]ccc2c1	0	2	3	9	16	-8	-1	1	0
CC=C(CC)C1(CCC)C(=O)NC(=S)NC1=O	3	-1	1	8	7	-6	-15	0	-6
CC(=O)N1CCN(c2ccc(N=Cc3c(O)n(-c4ccc(Cl)cc4)c(=O)[nH]c3=O)cc2)CC1	0	1	0	-1	-12	-3	4	1	-4
Cn1cnnc1Sc1cc(N2CCNCC2)ccc1[N+](=O)[O-]	-11	-7	4	-3	-6	8	-9	13	-6
CC(=O)Nc1cc([As](=O)(O)O)ccc1O	-5	27*	1	-6	13	-13	-18	0	20*
CSc1nc(N2CCN(C)CC2)c2ccccc2n1	-3	-14	1	4	7	1	7	1	-8
CSc1ccc(CN2CCN(C(=O)COc3ccc(C)cc3)CC2)cc1	-4	-1	2	-4	0	-1	5	0	-7
CCCCCCOC(=O)c1ccccc1N	2	-3	0	1	2	-4	-19	11	-3
O=C(CCC(=O)N1C[C@H]2C[C@@H](C1)c1cccc(=O)n1C2)NCc1cccc(C(F)(F)F)c1	99*	1	-1	1	4	0	-3	0	-2
CCCCCN1C(=O)c2cc(OC)ccc2[C@@]2(C(=O)OCC)Cc3cc(Cl)ccc3[C@@H]12	14	12	-1	x	-1	5	x	4	x
CCn1c(=N)n(Cc2ccccc2F)c2ccccc21	-5	-6	1	-3	4	-2	9	4	-8
Cc1cc(Cl)ccc1OCC(=O)O	-6	1	0	1	-2	0	-25	2	-3
COc1cc(C(=O)O)cc(OC)c1OC	1	-1	0	10	5	2	-10	6	-1
The results go on:
SMILES	CHRM4 antagonist	M5 ag	CHRM4 agonist	CHRM1 PAM	CHRM5 antagonist	CHRM5 PAM	CHRM1 antagonist	TAAR1 agonist	M1 ag
C=C(C=O)CC1CC(O)[C@]2(C)OC3CC4OC5C[C@]6(C)O[C@]7(C)CCC8OC9C[C@]%10(C)OC%11C(C)=CC(=O)OC%11CC%10OC9C[C@@H](C)C8OC7CC6O[C@]5(C)CC5OC5C4OC3CC2O1 (stereo partly drawn)	1	9	2	9	3	5	0	x	1
Cc1c(P(=S)(c2ccccc2)c2ccccc2)[n+]2ccccc2n1C	20&10	-3&-15	0&1	-7&1	3&6	-7&-13	9&-7	3&7	-10&-6
Cc1ccc(N2C(=O)NC(=O)/C(=C\c3cn(CC(=O)O)c4ccccc34)C2=O)cc1	-5	2	1	5	1	-6	-14	10	-3
COCCCN1Cc2ccccc2C1=N	8	-1	0	-10	-4	2	13	16	-9
COCCCN=Cc1c(O)[nH]c(=S)[nH]c1=O	-11	0	1	5	-3	4	-11	0	-2
O=C1Nc2ccccc2C1Cc1nc2ccccc2c(=O)n1-c1ccccc1 (stereo not drawn)	-8	-1	3	3	11	-4	-4	2	-2
CC1=C(N2CC2)C(=O)C(CO)=C(N2CC2)C1=O	-15	2	1	8	-12	-2	-20	4	3
CC(=O)Nc1ccc([As](=O)(O)c2ccc([N+](=O)[O-])cc2)cc1	3	2	1	-4	-7	8	10	0	-3
O=[N+]([O-])c1ccc2c(c1)Cc1cc(O)ccc1-2	0	-3	5	4	7	5	-13	0	-5
CSCCC(c1nnnn1C1CCCCC1)N1CCC(n2c(=O)[nH]c3ccccc32)CC1 (stereo not drawn)	17	8	23	-16	18	-15	34*	20	-2
O=C1NC(=O)C2(Cc3ccccc3N3CCCC32)C(=O)N1Cc1ccccc1 (stereo not drawn)	7	-1	0	-6	3	-1	7	0	-5
COc1ccc(C(=O)C2CCCN(Cc3ccc(F)cc3F)C2)cc1F (stereo not drawn)	10	-14	1	-26	11	-4	71*	1	-8
O=C(c1cccc2ccccc12)C1CCCN(C2CCC2)C1 (stereo not drawn)	10	-9	1	-14	10	-17	26*	5	16*
O=C1C2CCCN2C(c2cccc(Cl)c2)N1c1ccccn1 (stereo not drawn)	1	-2	0	4	7	-4	-9	2	-5
O=S(=O)(c1ccccc1)N1CCCCC1c1cccnc1 (stereo not drawn)	2	0	0	-1	5	0	0	0	-8
COC(=O)C1=C(c2ccc(F)cc2F)C[C@@H]2CC[C@H]1N2C(=O)N1CCC(C)CC1	7	4	-1	-2	7	-10	0	3	-7
CCN1CC=C(c2c[nH]c3ccccc23)CC1	-4	-4	2	1	2	-5	-2	6	-6
COc1ccc(CCNC2CCCCC2)cc1	5	-2	0	6	7	2	-4	1	-6
CCN1C[C@]2(C)CC[C@H](O)[C@]34C1[C@H](C[C@H]23)[C@@]1(O)C[C@H](OC)[C@H]2C[C@@H]4[C@@H]1C2O (stereo partly drawn)	-15	0	2	0	-2	-2	-19	0	4
CCOC(=O)Cn1cc(C(=O)c2ccccc2F)c2ccccc21	0	-1	-1	1	-1	3	10	-3	-4
NC(=S)/N=C/c1c(O)[nH]c(=O)[nH]c1=O	9	-2	0	6	6	0	-5	10	-2
CC1CN(O)C2CCc3c(no[n+]3[O-])C12O (stereo not drawn)	4	0	1	5	-8	3	-4	15	-3
CS(=O)(=O)CCN1CC2CCCC(C2)C1	-6	4	1	-2	2	1	-1	1	-7
CC(CC(C#N)(c1ccccc1)c1ccccc1)N1CCOCC1 (stereo not drawn)	26	-12	-3	-30	13	-29	99*	-3	-9
Cc1cc2c(s1)NC(=O)CN=C2c1cccs1	0	-2	0	-3	2	-1	1	9	-5

Profiles, looked up by structure. Order of values: CHRM4 antagonist | M5 ag | CHRM4 agonist | CHRM1 PAM | CHRM5 antagonist | CHRM5 PAM | CHRM1 antagonist | TAAR1 agonist | M1 ag
Cc1cc(Cl)ccc1OCC(=O)O across the screens: -6 | 1 | 0 | 1 | -2 | 0 | -25 | 2 | -3
COCCCN=Cc1c(O)[nH]c(=S)[nH]c1=O across the screens: -11 | 0 | 1 | 5 | -3 | 4 | -11 | 0 | -2
OCc1cnc[nH]1 across the screens: -11 | 0 | 0 | -1 | 1 | -4 | -26 | 2 | 0
Cn1cccc1/C=C1\C(=O)NC(=O)N(Cc2ccccc2Cl)C1=O across the screens: -1 | 2 | 1 | -1 | 13 | -3 | -8 | 8 | -4

Next part.
SMILES	CHRM4 antagonist	M5 ag	CHRM4 agonist	CHRM1 PAM	CHRM5 antagonist	CHRM5 PAM	CHRM1 antagonist	TAAR1 agonist	M1 ag
CCOC(=O)C(=CNc1ccc(C(O)(C(=O)OCC)C(F)(F)F)cc1C)C(=O)OCC (stereo not drawn)	-14	-6	1	-3	0	-1	4	-1	-7
COC(=O)C1=C(c2ccc(Cl)c(C(F)(F)F)c2)C[C@@H]2CC[C@H]1N2C(=O)NCCCOC(C)C	-10	0	0	3	0	8	-6	x	-13
CCCCCn1c(=O)c(C(=O)Nc2cccc(C)n2)c(O)c2ccccc21	-12	0	1	21	2	5	-33	1	4
COc1ccc(OCC(=O)N2CCN(Cc3nc4cc([N+](=O)[O-])ccc4n3C)CC2)cc1	4	3	0	3	-13	2	4	6	-9
CCN1CCN(C(=O)COc2ccc(S(=O)(=O)Nc3ccc(Cl)cc3)cc2)CC1	4	-1	5	4	5	2	3	13	-3
CCCNC1=C(C)C(=O)C2=C(C1=O)C(COC(N)=O)[C@]1(OC)C3NC3CN21 (stereo partly drawn)	2	-4	1	8	8	4	-13	-1	0
Cc1cc(Oc2ccc(C(F)(F)F)cc2[N+](=O)[O-])c2c3c(c(=O)oc2c1)CCC3	-14	-2	0	5	-3	-1	-3	4	0
Clc1ccc2c(c1)C(c1ccccc1Cl)=NCc1nnc(Br)n1-2	-3	-4	2	2	6	3	-1	3	-3
Cc1ccc(C2N(c3ccccn3)C(=O)C3CCCN32)o1 (stereo not drawn)	-9	-3	1	13	-5	0	-8	0	-9
CSCCC(c1nnnn1Cc1ccccc1)N1CCC2(CC1)C(=O)NCN2c1ccccc1 (stereo not drawn)	2	44*	25	-1	-1	0	-12	13	-1
CCCCCCn1c(=O)c(C(=O)Nc2ncccc2O)c(O)c2ccccc21	5	1	1	-3	0	6	9	-1	0
O=c1[nH]c(=S)n(Cc2ccc(F)cc2)c(O)c1C=NCc1ccc2c(c1)OCO2	-17	-1	0	7	4	5	-12	0	-1
Cc1cc(C)n(-c2ccc(NN=C(C#N)C#N)cc2)n1	8	13	19	-9	24	-24	16	15	9
CCCCn1c(O)c(C=NCCN2CCCCC2)c(=O)[nH]c1=O	4	-2	0	4	-1	3	-1	11	-3
Cc1cccc(OCC(=O)N2CCN(Cc3ccc([N+](=O)[O-])cc3)CC2)c1	3	1	5	8	-3	4	-11	0	-1
COC(=O)C(O)(c1ccc(NC(=S)NC(=O)c2ccc(Cl)cc2Cl)cc1)C(F)(F)F (stereo not drawn)	11	11	16	-10	15	-8	22	48*	21*
S=C(NC1CCCCC1)N1CCC(c2cnc[nH]2)CC1	-4	-1	2	5	-1	2	-25	2	-5
O=C1NC(=O)C(CCc2ccncc2)(CCc2ccncc2)C(=O)N1C1CCCCC1	-15	1	2	7	-21	-2	-3	1	-8
C[C@H]1COc2cc(N3CCN(C)CC3)ccc2S(=O)(=O)N1	-1	-1	0	x	9	-10	x	2	x
O=C1NC(=O)C(CCc2ccncc2)(CCc2ccccn2)C(=O)N1c1ccc(Br)cc1 (stereo not drawn)	0	-4	0	2	1	-5	-3	0	-9
CN1C(=O)C(=Cc2sc(=O)n(-c3ccccc3)c2N(C)C)C(=O)N(C)C1=O	13	11	22	-6	5	-14	11	10	3
CCN1C(=O)C(=Cc2ccc(C)s2)C(=O)N(CC)C1=S	2	0	1	-1	-2	4	6	3	-5
